High-throughput results deposited in PubChem BioAssay by several laboratories.
Tat transport: blocks Tat-dependent protein export in E. coli; 340,000 tested, 0.036% active; E. coli MC4100 TorA-mCherry Tat export, fluorescence; inhibition, % at 10 µM; AID 488895;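 active = mean replicate inhibition at least 50% and at least half of replicates individually reaching 50%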;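 also: exported cargo escapes ClpAP degradation while cytoplasmic cargo is degraded and loses fluorescence; 0% = median of neutral control wells and 100% = median of NaSCN control wells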
Ecoli viability: bacterial growth inhibition, counter-screen for AddAB inhibitors; E. coli V3065 growth, OD600 absorbance, 18 h; 330,000 tested, 0.27% active; inhibition, % at 11.9 µM;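 active = inhibition above the campaign's mean inhibition across all tested compounds plus 3 SD, cut at about 9.9% in these data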;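 also: uninfected addAB+ strain grown without phage in ampicillin broth; 0% = DMSO wells and 100% = ciprofloxacin 0.95 µg/ml wells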
phage Ecoli inh: E. coli growth loss with phage present; 360,000 tested, 0.26% active; inhibition, % at 11.9 µM; growth absorbance; AID 651602; in the data active = inhibition above about 11%
SUMO Mot1 rescue: inhibitors of SUMOylation pathway: yeast Mot1-301 growth rescue; S. cerevisiae Mot1-301 growth rescue, ATP luminescence, 38.5C; percent above DMSO median, 100 means doubled; growth rescue, % at 18.8 µM; 320,000 tested, 1% active; AID 2716;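 active = every valid replicate shows activation above 250% relative to neutral control wells; inactive = the rest, any valid replicate at or below 250%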;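 also: OY570 slx delta 5 strain wells were the positive control but not used for scaling; some compounds called inactive have numbers as strong as hits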
Arr AP2 block: human beta-arrestin and AP2 interaction inhibition. 340,000 tested, 0.31% active. FITC-arrestin peptide / GST-AP2 beads, flow cytometry; AP2 beta2 appendage carries R879A mutation. inhibition, % at 10 µM;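 active = inhibition above a set limit, near 3 SD of compounds lacking own fluorescence, cut at about 54% in these data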;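 also: plate controls were DMSO wells for no effect and 5 µM unlabelled arrestin peptide for full effect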
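System: GST-AP2 R879A bound to glutathione beads, E. coli-expressed. Also added: 50 nM FITC-arrestin peptide. Schedule: compound with beads 12 min RT, then probe 1 h RT. Signal: bead flow cytometry, FITC channel. Read-out basis: percent response.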
OPRM1-OPRD1 ag: agonists of human mu-delta opioid receptor heterodimerization; cells, OPRM1-OPRD1 heterodimerization, luminescence; activation, % at 9.3 µM; 340,000 tested, 0.3% active; in the data active = activation above about 18%;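 also: 0% = vehicle-treated cells and 100% = reference agonist; values of inactives mirror those of a sister screen read the other way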
Target sequence (P35372 whole entry, looked up): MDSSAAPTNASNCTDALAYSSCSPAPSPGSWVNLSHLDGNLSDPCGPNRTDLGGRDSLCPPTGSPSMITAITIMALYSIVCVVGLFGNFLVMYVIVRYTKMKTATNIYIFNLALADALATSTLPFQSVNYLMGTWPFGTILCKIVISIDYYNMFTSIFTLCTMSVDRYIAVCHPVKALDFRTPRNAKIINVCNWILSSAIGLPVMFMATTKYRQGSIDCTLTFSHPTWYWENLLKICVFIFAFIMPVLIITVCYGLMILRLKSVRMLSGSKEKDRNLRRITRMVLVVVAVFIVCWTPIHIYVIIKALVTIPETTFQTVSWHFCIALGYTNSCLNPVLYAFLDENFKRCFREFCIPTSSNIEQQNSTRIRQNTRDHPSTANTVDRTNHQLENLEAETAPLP
Target sequence (P41143 whole entry, looked up): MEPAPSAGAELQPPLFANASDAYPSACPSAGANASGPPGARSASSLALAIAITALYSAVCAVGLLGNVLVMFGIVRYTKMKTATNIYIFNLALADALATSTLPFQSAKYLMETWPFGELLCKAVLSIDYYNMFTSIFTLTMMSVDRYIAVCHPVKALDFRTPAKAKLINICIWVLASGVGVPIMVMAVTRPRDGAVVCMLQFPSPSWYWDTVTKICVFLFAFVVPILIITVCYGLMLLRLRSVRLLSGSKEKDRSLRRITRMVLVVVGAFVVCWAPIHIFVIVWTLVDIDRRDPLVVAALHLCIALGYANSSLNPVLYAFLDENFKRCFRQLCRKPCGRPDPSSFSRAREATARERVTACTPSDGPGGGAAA
AddAB inh: less growth of phage-infected E. coli with AddAB; 330,000 tested, 0.29% active; inhibition, % at 11.9 µM; E. coli expressing H. pylori AddAB, absorbance growth; in the data active = inhibition above about 12%;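 also: 0% = vehicle wells of infected cells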
PfHsp90 yeast 2: reduces growth (ATP signal) of yeast expressing P. falciparum Hsp90; S. cerevisiae expressing PfHsp90, BacTiter-Glo ATP, 48 h; yeast lacking PDR1 and PDR3 efflux regulators; inhibition, % at 9.4 µM; 310,000 tested, 0.32% active; AID 504621;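 active = every replicate shows inhibition above about 80%, whatever the replicate mean, limit read from the data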;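 also: 0% = DMSO neutral controls and 100% = 20 µM radicicol positive controls; yeast relying on Plasmodium falciparum Hsp90 in place of its own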
PKA-R1A activ: activators of PKA-R1A complex. P00514+P68181. PKA-R1A dissociation, Cy5-IP20 fluorescence polarization; scaled: DMSO 0%, 113 µM cGMP 100%. activation, % at 11.4 µM. 340,000 tested, 0.083% active. AID 504707;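 active = percent activation above the mean of all tested compounds plus 3 SD, cut at about 19% in these data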;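 also: higher means more PKAc released from R1A so a rise in polarization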
OPRM1-OPRD1 inv: inverse agonists of human mu-delta opioid receptor heterodimerization; P35372+P41143; cell-based MOR-DOR heterodimer luminescence, inverse agonism; inhibition, % at 9.3 µM; 340,000 tested, 0.21% active; in the data active = inhibition above about 22%, passing the limit was not always enough;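 also: 0% = cells with DMSO and 100% = wells without cells with DMSO; values of inactives mirror those of a sister screen read the other way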
Pemphigus Ab inh: human desmoglein-3 autoantibody binding inhibition. 310,000 tested, 0.48% active. DSG3-coupled beads, scFv-anti-DSG3-GFP binding, flow cytometry; hits give low values. binding (percent of control), % at 10 µM. P32926;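 active = binding more than 3 SD below its plate's average and above zero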;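 also: hits lower antibody fragment binding to DSG3; some compounds called inactive have numbers as strong as hits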
The depositor's hits bear a star; x = no result given; & = joins results of further samples.

Every second line gives: OPRM1-OPRD1 inv	Ecoli viability	phage Ecoli inh	Pemphigus Ab inh	Arr AP2 block	AddAB inh	SUMO Mot1 rescue	PKA-R1A activ	Tat transport	OPRM1-OPRD1 ag	PfHsp90 yeast 2
> O=c1c2nccnc2[nH]c(=S)n1Cc1ccccc1
→ 13.9	4.3	0.9	92.9	2.1	2.0	198.1	-15.6	-2.9	-2.7	-22.1
> O=C(NCCSc1ncc(-c2ccc(F)cc2)[nH]1)c1ccco1
→ 17.6	-1.0	3.0	97.7	1.7	-1.2	-11.8	6.2	0.0	-2.7	19.1
> O=C1C[C@@H]2c3c(cccc3CN1Cc1ccccc1Cl)C[C@@H](O)[C@H]2O
→ 4.0	x	2.1	97.1	7.5	x	x	-2.8	4.2	-0.7	7.1
> Cc1cc(C)c(/C=C(\C#N)S(=O)(=O)c2ccccc2)[nH]1
→ 7.8	3.3	-1.2	111.4	9.4	3.0	12.4	3.9	2.2	-1.6	4.3
> N#C/C(=C/c1cc(Cl)c(O)c(Cl)c1)C(=O)N1CCCCC1
→ 7.2	2.2	1.4	116.1	5.3	3.4	26.5	0.1	1.7	-1.4	-8.0
> Cc1ccc(S(=O)(=O)Nc2cc(C)c(O)c(Sc3n[nH]c(C)n3)c2)cc1
→ -30.8	-3.0	1.0	111.8	-0.2	0.7	-19.5	2.9	5.5	3.8	3.9
> NNC(=O)c1ccncc1
→ 2.5	1.6	3.0	113.2	-3.0	0.3	-21.8	4.8	-2.8&-3.9	-0.4	12.4
> CC(C)(C)C(=O)NC(CC(=O)O)c1ccccc1 (centres undefined)
→ 0.0	0.3	2.3	109.9	-4.8	1.5	0.1	-3.5	-8.5	0.0	5.2
> O=C(CCl)NNC(=O)c1c(O)c2ccccc2[nH]c1=O
→ 2.5	3.1	3.3	99.5	9.9	0.4	-14.7	1.3	-0.1	-0.5	-0.1
> CCCC(=O)Nc1cc(-c2nc3ncccc3o2)ccc1Cl
→ 3.7	0.0	4.9	97.2	12.2	1.0	-5.1	1.2	-1.8	-0.8	8.2
> S=c1[nH]nc(Cc2cccs2)n1-c1ccccc1Cl
→ -22.3	-1.1	5.2	99.4	-5.9	-0.8	27.5	-5.6	-8.7	3.1	2.4
> O=C(NCCCO)c1ccc(CSc2nc3ccccc3[nH]2)cc1
→ 14.6	-2.8	3.4	97.5	-9.9	1.8	186.2	1.1	-2.8	-3.0	12.5
> CCc1noc(C)c1C(=O)Nc1sc(C(=O)N(C)C)c(C)c1C(=O)OC
→ -0.1	-1.2	3.6	96.2	0.6	1.3	x	3.9	-0.4	0.0	15.1
> CC(C)c1nnc(NC(=O)CCC(=O)NCCc2ccccc2)s1
→ 10.0	0.7	1.8	x	4.2	-1.0	-14.0	-4.4	5.4	-2.0	-3.3
> O=C(CSc1nnnn1C1CCCCC1)NCc1ccccc1
→ 1.1	1.4	2.0	102.5	17.3	3.5	x	2.5	0.8	-0.2	-6.2
> Cc1c(NC(=O)C(C)OC(=O)/C=C/c2ccccc2)c(=O)n(-c2ccccc2)n1C (centres undefined)
→ 3.8	0.3	1.9	106.7	7.4	2.2	-0.8	-2.4	-2.1	-0.7	-9.7
> CCOC(=O)CNc1nc2ccccc2n2c(C)nnc12
→ 0.9	0.3	2.2	92.4	24.1	6.4	10.7	-7.5	-0.7	-0.1	0.9
> OCC1N=C(c2ccccn2)OC1c1ccccc1 (centres undefined)
→ 5.9	-2.3	2.9	102.9	-52.9	0.2	8.3	-5.7	-10.7	-1.1	26.3
> CCOc1ccc(NC(=O)Nc2ccc3c(c2)N(C)C(=O)CS3)cc1
→ -7.8	-0.9	3.0	105.6	0.7	1.2	-8.4	-3.0	-2.0	1.5	4.2
> COc1ccc(OC)c(NC(=O)CCn2cccc2)c1
→ 16.6	-0.5	1.7	108.9	-4.9	0.1	-11.5	-16.8	0.7	-3.0	5.9
> O=C(COC(=O)CCCN1C(=O)c2ccccc2C1=O)Nc1cc(Cl)cc(Cl)c1
→ -2.6	-0.5	2.2	118.0	-1.1	2.8	-14.9	-6.6	13.0	0.5	-9.1
> COc1cccc(C(=O)NCCS(=O)(=O)NCCc2ccccc2)c1
→ 12.4	1.9	-0.1	130.6	-4.4	0.3	-12.3	-3.6	10.9	-2.2	-17.3
> O=C(NCc1ccccc1)N(Cc1cc2cc3c(cc2[nH]c1=O)OCCO3)CC1CCCO1 (centres undefined)
→ 13.9	x	3.8	100.8	-1.9	x	x	4.3	9.3	-2.5	-2.5
> O=C(Cn1cnnn1)OCC(=O)c1ccc(Cl)s1
→ 30.5	2.8	1.4	92.1	5.7	-0.2	338.5	-7.2	-3.1	-6.7	5.1
> CCOc1ccc(/C(CC)=N/NC(=O)C2(C)CC2(Br)Br)cc1 (centres undefined)
→ -20.5	0.8	5.0	96.7	22.6	2.1	-11.3	-6.8	6.1	3.0	-0.8
> CC(=O)N1CCN(S(=O)(=O)c2cccc(C(=O)N(C)Cc3ccc(C)o3)c2)CC1
→ 9.8	x	0.8	94.7	-4.6	x	x	-9.9	6.5	-1.9	-6.1
> CCN(CC)S(=O)(=O)c1cc(NS(=O)(=O)c2cccc(Cl)c2Cl)ccc1C
→ -6.5	1.2	2.7	104.1	3.5	2.8	-23.7	-12.7	9.2	1.2	5.7
> CCN(Cc1ccc(OC)c(F)c1)C(C)C(=O)Nc1ccc(S(=O)(=O)N2CCCC2)cc1 (centres undefined)
→ 3.5	-1.9	2.0	91.4	19.4	0.9	-13.1	-5.9	13.0	-0.9	15.2
> Cc1ccc(C2C3=C(CC(C)(C)CC3=O)NC3=C2C(=O)c2ccccc23)cc1 (centres undefined)
→ 3.4	3.6	3.0	122.8	7.8	1.4	-8.9	5.2	-11.2	-0.6	-2.0
> COc1ccc(OC)c(CN(CCN2CCOCC2)C(=O)Nc2cccc(Cl)c2)c1
→ 2.5	0.3	2.0	103.4	2.5	1.1	10.9	-1.6	2.8	-0.4	-10.2
> Brc1cccc(-c2nnc(SCc3ccon3)n2-c2ccccc2)c1
→ 7.4	-3.7	0.8	107.3	2.8	3.5	-1.4	6.7	-3.5	-1.5	-38.3
> C/C=C/c1ccc(OCCN2C(=O)NC(C)(C)C2=O)c(OC)c1
→ 6.3	0.6	-1.1	124.0	9.0	0.9	8.6	-9.0	-7.5	-1.1	16.0
> CC(C)CNc1nc(Oc2ccc(=O)[nH]n2)nc(N(C)C)n1
→ 10.5	1.0	2.1	101.5	-4.2	2.3	-8.3	-7.0	-10.0	-1.9	x
> C/C(=N\N=C\c1ccc(N(C)C)cc1)c1cccc([N+](=O)[O-])c1
→ 6.8	-1.4	1.0	76.0	34.9	2.7	-5.6	-2.7	5.3	-1.3	-4.3
> CC1CCCC(C)N1CC(O)COc1c(F)cc(Br)cc1F (centres undefined)
→ -6.5	2.2	6.0	110.5	-11.8	4.3	19.2	-9.1	0.2	1.1	3.5
> CCOC(=O)c1nn(-c2ccc(OCC)cc2)c2nc(CC(C)C)c(C#N)c(=O)n12
→ 12.4	-1.2	1.1	113.2	4.0	0.7	-11.4	-1.5	1.4	-2.7	x
> COc1ccc(C(=O)NCC(=O)N2CCN(C(=O)c3ccco3)CC2)cc1[N+](=O)[O-]
→ -4.4	0.7	2.9	127.3	-2.4	1.0	20.9	-7.0	2.4	0.8	5.2
> CCc1nnc(NS(=O)(=O)c2ccc(NC(=O)C(c3ccccc3)c3ccccc3)cc2)s1
→ 4.3	-0.8	2.1	114.9	8.4	-0.2	-14.1	-6.8	7.8	-0.8	-10.3
> COc1ccccc1-c1c(C)oc2c(CN3CCCCC3C)c(O)ccc2c1=O (centres undefined)
→ 6.6	-2.6	2.7	103.6	-14.4	0.9	-7.2	-1.6	16.1	-1.5	17.0
> COc1ccc(C(=O)COC(=O)CCN2C(=O)C3C4CC(C(Br)C4Br)C3C2=O)cc1 (centres undefined)
→ 9.2	-1.2	2.5	108.9	6.2	1.4	-6.9	-10.5	23.4	-1.5	-22.3
> O=C(NCc1ccccc1Br)C1CCCO1 (centres undefined)
→ 11.9	-1.9	0.7	105.5	-2.4	0.3	83.0	-5.5	-4.1	-3.6	21.5
> CC(=NO)c1ccc2c(c1)Cc1cc([N+](=O)[O-])ccc1-2
→ -30.0	x	0.6	94.8	45.3	x	x	4.6	-0.7	6.8	-23.5
> Cn1c(Cn2c(=O)sc3ccccc32)nnc1SCc1cccnc1
→ 20.1	0.3	2.0	108.4	3.9	4.0	4.7	8.9	-11.7	-3.9	25.6
> C[C@H](NC(=O)OC(C)(C)C)c1nnc(SCC(=O)c2ccc(Cl)cc2)o1
→ 12.6	0.3	1.3	110.7	-4.8	0.8	-22.3	5.3	7.2	-2.1	-15.9
> O=C(c1cc2cc(Cl)ccc2[nH]1)N1CCCCC1
→ -8.6	-1.7	0.6	111.7	-1.7	0.8	279.0	0.8	-9.5	1.6	-5.0
> O=C(Nc1nc(-c2cccnc2)cs1)c1ccccc1Cl
→ -33.7	2.5	4.3	100.9	11.8	-0.2	-4.4	-2.3	-9.1	6.4	-5.1
> O=C(O)C1C2C=CC(C2)C1C(=O)NCc1cccc(Cl)c1 (centres undefined)
→ 3.0	1.2	-1.3	84.4	1.5	3.0	-6.3	-3.7	-10.4	-0.6	30.8
> O=C(CSc1nnc(-c2ccc(Cl)cc2)n1-c1ccc(Cl)cc1)N/N=C/c1ccco1
→ -32.8	8.9	6.9	105.1	1.4	10.9	-13.7	-2.2	9.1	7.3	13.6
> CC(OC(=O)c1ccco1)C(=O)NC1CCCC1 (centres undefined)
→ 14.2	-1.5	1.7	105.7	19.1	4.7	-10.1	-2.1	0.7	-2.7	5.9
> CC1(NC(=O)CCNC(=O)c2ccc(C(C)(C)C)cc2)CCS(=O)(=O)C1 (centres undefined)
→ 4.8	-3.4	0.5	100.2	-6.2	-2.1	-11.7	0.6	-3.7	-1.2	5.1
> CCc1ccc(OCC(=O)NNC(=O)Cc2c(F)cccc2Cl)cc1
→ 5.0	0.6	2.7	96.6	11.1	-0.7	5.4	-7.2	8.8	-0.8	x
> Cc1ccc(C(=O)NNC(=S)NC(=O)c2ccccc2)cc1
→ 3.4	2.7	6.2	108.4	17.1	9.5	5.9	3.0	7.0	-0.6	-5.5
> Cc1sc(NC(=O)CSc2nnc(-c3ccc(F)cc3)o2)c(C#N)c1C
→ 8.5	0.4	2.2	x	22.0	1.5	182.8	-4.8	-0.9	-1.4	x
> CCCNC(=O)C(CC)NC(=O)c1cccc([N+](=O)[O-])c1 (centres undefined)
→ 17.5	-3.7	1.4	x	5.9	-3.3	-0.8	9.2	0.6	-3.1	-8.3

This is a random part of the collection. Share with any hit: about 2.8%.
